# From PubChem BioAssay
# KCNQ2 block – KCNQ2 potassium channel inhibitors, primary screen, cell-based, CHO-K1, FluxOR thallium flux, B-score (AID 2156). O88943. 20 min; hits give low values. B-score at 10 µM. actives 1.1% (n = 310,000);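 active = fluorescence ratio B-score at most minus 3 library SDs, with starting brightness B-score within 2 library SDs, cut at about -5.5 in these data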
# Kir21 inh – inhibitors of mouse Kir2.1 inward-rectifier potassium channel | HEK293-Kir2.1, FluxOR thallium flux fluorescence; hits give low values | actives 0.85% (n = 310,000) | B-score at 10 µM;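 active = fluorescence ratio B-score at or below minus 3 SD of library scores, with starting-brightness B-score within 2 SD, cut at about -4.2 in these data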;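 note: channel flux triggered by added potassium and thallium sulfate stimulus; B-score of peak minus minimum fluorescence over baseline after thallium stimulus; more negative B-score means stronger Kir2.1 block with less thallium influx; some compounds called inactive have numbers as strong as hits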
# Target sequence (P35561 whole entry, looked up): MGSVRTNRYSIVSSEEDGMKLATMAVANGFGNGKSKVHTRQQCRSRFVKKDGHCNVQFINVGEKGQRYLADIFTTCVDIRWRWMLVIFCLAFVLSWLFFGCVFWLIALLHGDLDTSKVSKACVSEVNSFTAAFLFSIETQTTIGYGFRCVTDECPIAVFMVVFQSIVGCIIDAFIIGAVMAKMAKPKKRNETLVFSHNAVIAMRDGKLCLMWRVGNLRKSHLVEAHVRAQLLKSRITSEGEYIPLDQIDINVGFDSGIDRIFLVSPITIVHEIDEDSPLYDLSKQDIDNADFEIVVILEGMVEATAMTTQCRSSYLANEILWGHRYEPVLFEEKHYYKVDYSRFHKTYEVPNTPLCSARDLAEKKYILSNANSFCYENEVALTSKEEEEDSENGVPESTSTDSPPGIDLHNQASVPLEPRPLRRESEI
# The depositor's hits bear a star; i = inactive.
# Sequence of screens: KCNQ2 block	Kir21 inh
O=C(NCCO)N1c2ccccc2Sc2ccccc21
  i	-0.01
Cc1nn(Cc2ccc(Cl)cc2)c(C)c1NC(=O)c1cc(C(C)C)on1
  i	-0.01
COc1cc(CN2CCc3ccccc3C2)cc([N+](=O)[O-])c1O
  i	2.03
CCOC(=O)c1cncc(C#CCO)c1
  i	1.45
O=C(Nc1ccnn1C1CCN(C(=O)c2cccc(C(F)(F)F)c2)CC1)C1CC1
  i	-0.15
S=C(NCC1CCCO1)Nc1ccc(Nc2ccccc2)cc1 (stereo not drawn)
  i	0
O=C(CN1CCC(n2nnc3cc(C(F)(F)F)ccc32)CC1)Nc1ccc2c(c1)OCCO2
  i	0.24
COc1ccccc1CN(CC(=O)NCc1ccc(F)cc1)C(=O)c1csnn1
  i	1.12
O=C(c1c[nH]c2ccc(S(=O)(=O)N3CCOCC3)cc2c1=O)N1CCN(c2ccccn2)CC1
  i	2.08
O=C(CC(c1ccccc1)c1ccccc1)N1CCN(c2ccccn2)CC1
  i	0.05
O=C(Nc1ccc(F)cc1)Nc1ccc(N2CCCC2)c(S(=O)(=O)Nc2ccccc2Cl)c1
  i	0.21
COc1ccc(CNCc2c(F)cccc2F)cc1OC
  i	-0.69
CCN1CCN(C(=O)c2sc3nc(C)nc(N4CCC(C)CC4)c3c2C)CC1
  i	-0.38
C/C(N)=C(/C#N)C(=O)CSc1ccccc1F
  i	-0.2
O=C(Cn1nc(-c2nn(CC(=O)c3ccccc3)c3[n+]2CCCCC3)[n+]2c1CCCCC2)c1ccccc1
  i	0.88
COc1ccc(NC(=O)NC2(C(=O)N3CCN4CCCC4C3)CCCCC2)cc1 (stereo not drawn)
  i	-0.88
CC(=O)NCC(=O)NC1CC(C)(C)Cc2c1cnn2-c1ccccc1 (stereo not drawn)
  i	-0.91
O=c1[nH]cc(S(=O)(=O)N2CCN(c3cccc(Cl)c3)CC2)c(=O)[nH]1
  i	-0.46
COC(=O)c1c(-c2ccc(C)cc2)csc1NC(=S)NC(=O)c1cc(OC)cc(OC)c1
  i	-0.68
COc1ccc(CCNS(=O)(=O)c2ccc(Br)cc2)cc1
  i	0.32

# Part of the list above, with tabs:
Structure	KCNQ2 block	Kir21 inh
O=c1[nH]cc(S(=O)(=O)N2CCN(c3cccc(Cl)c3)CC2)c(=O)[nH]1	i	-0.46
COc1ccc(NC(=O)NC2(C(=O)N3CCN4CCCC4C3)CCCCC2)cc1 (stereo not drawn)	i	-0.88
COc1ccc(CNCc2c(F)cccc2F)cc1OC	i	-0.69
CC(=O)NCC(=O)NC1CC(C)(C)Cc2c1cnn2-c1ccccc1 (stereo not drawn)	i	-0.91
CCN1CCN(C(=O)c2sc3nc(C)nc(N4CCC(C)CC4)c3c2C)CC1	i	-0.38
COc1ccc(CCNS(=O)(=O)c2ccc(Br)cc2)cc1	i	0.32
COC(=O)c1c(-c2ccc(C)cc2)csc1NC(=S)NC(=O)c1cc(OC)cc(OC)c1	i	-0.68

# Continued:
# Sequence of screens: KCNQ2 block	Kir21 inh
C=CCNc1nc2ccccc2nc1NS(=O)(=O)c1ccc(Br)cc1
  i	0.73
Cc1ccc(OCC(=O)Nc2ccc(N3CCN(S(C)(=O)=O)CC3)cc2)c(C)c1
  i	3.21
O=C(CCC(=O)Nc1ccc(F)cc1)N/N=C/c1ccc(F)cc1
  i	-0.04
CCCCC(=O)Nc1ccc(NCc2ccc(C)s2)cc1
  i	-0.29
CC1(C)NC(=O)N(CC(O)CN2CCCC2)C1=O (stereo not drawn)
  i	-0.16
CCCN(CC(=O)Nc1ccccc1C)C(=O)CCNC(=O)c1ccccc1Cl
  i	-0.11
COc1ccc2oc(=O)c(C(=O)N3CCN(c4ccccc4)CC3)cc2c1
  i	0.06
CCOC(=O)c1ccc(N2C(=O)C(CC(N)=O)N(CCc3ccc(OC)c(OC)c3)C2=S)cc1 (stereo not drawn)
  i	-0.87
CCOC(=O)c1cnc2c(Cl)cc(Cl)cc2c1NCCCN1CCOCC1
  i	2.11
CCN(C(=O)c1cc2c(=O)n3cccc(C)c3nc2n1CCCOC)C1CCCCC1
  i	0.73
O=S(=O)(c1cccs1)N1CCN(c2ccc(O)cc2)CC1
  i	-1.26
Oc1ccc2ccccc2c1CNn1cnnc1
  i	0.79
OCc1nc2c(ccc3ccccc32)[nH]1
  i	1.51
NNC(=O)c1sc2cc(C(F)(F)F)cnc2c1-c1cccs1
  i	-0.31
COc1ccccc1NC(=O)CSc1nc2c(oc3ccccc32)c(=O)n1C
  i	-0.82
N/C(=N\S(=O)(=O)c1cc(C(F)(F)F)cc(C(F)(F)F)c1)c1ccccc1
  i	0.08
COc1ccc(C(C)C)cc1S(=O)(=O)Nc1ncn[nH]1
  i	1.51
CC(NS(=O)(=O)c1ccc(Br)cc1)C(=O)NCC1CCCO1 (stereo not drawn)
  i	0.09
COc1ccc(OC)c2sc(NC(=O)CCSc3ccccc3)nc12
  i	1.35
CC(=O)NC(Cc1ccc(F)c(F)c1)C(=O)NC1CCN(c2nnnn2-c2ccccc2)CC1 (stereo not drawn)
  i	-0.89
CC(=O)n1nc(-c2cccnc2)nc1N
  i	0.02
COCCNC(=O)CN1C(=O)c2cccc3cccc1c23
  i	-0.42
CCOc1cccc(C(=O)N2CCCCC2c2cccnc2)c1 (stereo not drawn)
  i	0.48
CC1CCN(CC(=O)Nc2ccc(Br)cc2[N+](=O)[O-])CC1
  i	0.36
Cc1ccc(C)c(N(C(=O)Cn2nnc3ccccc32)C(C(=O)NC(C)(C)C)c2ccsc2)c1 (stereo not drawn)
  i	2.06
O=C(O)c1ccc2c(c1)S(=O)(=O)c1ccccc1C2=O
  i	0.61
Cc1ccc(-n2c(SCC(=O)NCc3ccco3)nnc2-c2cccnc2)c(C)c1
  i	0.68
CCCn1c(SCC(=O)NCc2ccco2)nnc1C(C)C
  i	-0.44
Cc1cccc(C(=O)Nc2nnc(Cc3ccccc3)s2)c1
  i	0.29
Cc1cc(C)cc(NC(=O)C2C3C=CC4(O3)C2C(=O)N(CCCN(C)C)C4C(=O)NC2CCCC(C)C2C)c1 (stereo not drawn)
  i	-1.27
Nc1cc(Br)c(N)c(Br)c1
  i	0.69
CCCCN(C(=S)Nc1cccc(C)c1C)c1c(N)n(CCC)c(=O)[nH]c1=O
  i	-0.62
COc1cccc(NC(=O)CN(C)C(=O)CNC(=O)c2ccc(Oc3ccccc3)cc2)c1
  i	-0.53
Cc1cccc(NC(=O)C2CC(=O)n3ncnc3N2)c1 (stereo not drawn)
  i	-1.86
CN(C)CCCN1c2ccccc2Sc2ccc(Cl)cc21
  i	-7.91*
CC1CCCCC1NC(=O)CCn1c(=O)sc2ccccc21 (stereo not drawn)
  i	0.07
Cc1ccc(NC(=O)CCNS(=O)(=O)c2ccc3c(c2)CCC(=O)N3)cc1
  i	-1.63
Cc1cc(C)nc(N/N=C/c2ccccc2OCC(=O)O)n1
  i	-1.11
CS(=O)(=O)N(CC(=O)N1CCCCCC1)c1cccc(F)c1
  i	-0.89
OCC1(Cc2ccc(F)cc2F)CCCN(CCCc2ccccc2)C1 (stereo not drawn)
  i	-1.16
COc1cc(-n2ccnc2SC)c(Cl)cc1Cl
  i	-2.94
CC(=O)NCCCc1nc2ccccc2n1Cc1ccccc1C
  i	1.95
COc1ccc(C)cc1C(=O)CCC(=O)Nc1ccccc1N1CCOCC1
  i	-1.88
Cc1ccc(S(=O)(=O)NCC(=O)OCC(=O)c2cccs2)cc1
  i	0.45
Cc1c(N=N/C(C(=O)Nc2ccccc2)=C(/O)c2ccccc2)c(=O)n(-c2ccccc2)n1C
  i	-0.95
COc1cc(/C=C(/C#N)c2ccccc2F)ccc1OCc1ccccc1
  i	-0.52
Cc1noc(C)c1S(=O)(=O)N(CC(=O)NCc1ccccc1)c1ccc(C(C)C)cc1
  i	1.74
Clc1ccc(COc2ccccc2CNCc2cccnc2)cc1
  i	-2.15
COc1cc(CNn2cn[nH]c2=S)cc(Cl)c1OCc1ccc(F)cc1
  i	-1.11
O=C(NNC(=O)c1cccc2ccccc12)c1ccco1
  i	-2.32

# The list goes on:
# Sequence of screens: KCNQ2 block	Kir21 inh
Cc1noc(C)c1COC(=O)c1cccnc1Cl
  i	-2.26
Cc1csc(NC(=O)CSc2nnc(-c3ccoc3C)n2Cc2ccco2)n1
  i	-1.84
Cc1cnc2cc(Cl)c(Cl)cc2n1
  i	0.26
COc1ccc(S(=O)(=O)N(C)CC(=O)NCCN2CCOCC2)cc1C
  i	0.01
CCn1c(SCC(=O)Nc2nccs2)nnc1-c1ccncc1
  i	-0.7
C=CCNc1nc(Cl)nc(Nc2ccc(OC)cc2)n1
  i	-0.4
CCN(CC)S(=O)(=O)c1ccc(C(=O)NNC2=NS(=O)(=O)c3ccccc32)cc1
  i	-0.2
COc1ccc(/C=N/Nc2ncnc3c2[nH]c2ccccc23)c(OC)c1OC
  i	-0.1
Cc1sc(NC(=O)C2CSC3(C)CCC(=O)N23)nc1-c1ccccc1 (stereo not drawn)
  -6.86*	-1.6
COc1ccc(CCNC(=O)CC(c2ccccc2)c2cc(C)ccc2O)cc1OC (stereo not drawn)
  i	-1.51
Cc1ccccc1OCC(=O)NCCN(C)C
  i	0.06
Cc1ccc(Sc2cc(C(F)(F)F)nc(N(C)C)n2)cc1
  i	0.52
O=C1CSCC(=O)N1c1ccccc1
  i	0.18
COC(=O)c1c(NC(=O)c2ccc(C)cc2)sc(Cc2ccccc2)c1C
  i	0.07
CCOC(=O)c1sc(NC(=O)C2CC(=O)N(c3ccc(OC)cc3)C2)nc1C (stereo not drawn)
  i	-0.36
COc1ccccc1N1CCN(C(=O)c2c(-c3c(Cl)cccc3Cl)noc2C)CC1
  i	0.5
Cc1occc1C(=O)Nc1cccc(C(=O)O)c1
  i	-1
CN(C)c1ccc(CN(C)C2CCCCC2)cc1
  i	-0.61
CCN(CC1CCCN(CCc2cccc(OC)c2)C1)C(=O)c1ccc(COC)o1 (stereo not drawn)
  i	-1.6
CC1Oc2ccccc2N(CC(=O)NCc2cccs2)C1=O (stereo not drawn)
  i	-0.48
COCCC(=O)N1CCC(Oc2ccc(C(=O)NC(C)CCn3cccn3)cc2)CC1 (stereo not drawn)
  i	-0.02
Cc1ccccc1OCc1nc(-c2ccc(Br)o2)no1
  i	-1.25
O=C(CCS(=O)(=O)c1cccc2nonc12)N1CCN(c2ccc(F)cc2)CC1
  i	-0.29
COC(=O)c1c(NC(=S)NC(=O)c2ccco2)sc2c1CCCC2
  i	0.03
COc1ccc(CCN2CC(C(=O)N(C)CCn3nc(C)cc3C)CCC2=O)cc1 (stereo not drawn)
  i	-0.8
O=C(Nc1cccc(Cl)c1)C1CCCN(c2cnccn2)C1 (stereo not drawn)
  i	1.47
Cc1c(C(=O)N(C)C)sc2nc(-c3ccccn3)[nH]c(=O)c12
  i	-0.06
CC(=O)Nc1ccc(NC(=O)CCCc2ccccc2)cc1
  i	0.44
O=C(NC(=S)Nc1ccc(CN2CCOCC2)cc1)c1ccc(-c2ccc(Br)cc2)o1
  i	-0.01
Cc1ccc2c(C)nc(Nc3nc(CSc4nnnn4-c4ccccc4)cc(=O)[nH]3)nc2c1
  i	0.26
COc1ccc(Nc2nnc(SCC3CCCO3)s2)cc1 (stereo not drawn)
  i	-0.01
COc1ccc(C2=NS(=O)(=O)N(C)C(C(=O)NC(C)c3ccccc3)=C2)cc1 (stereo not drawn)
  i	-0.01
CCOc1cc(CNc2ccc(Br)cc2)cc(Br)c1OCC(=O)NC(C)(C)C
  -6.83*	-0.15
Cc1ccc(C2CCN(C(=S)NC(C)(C)C)C2)cc1 (stereo not drawn)
  i	-0.64
OCCC1CN(CC(c2ccccc2)c2ccccc2)CCN1C1CCCC1 (stereo not drawn)
  i	-0.66
Cc1ccc(C(=O)c2sc3nc4c(cc3c2N)CCC4)cc1
  i	-0.19
O=C(Nc1ccc(-c2nc3ncccc3o2)cc1)c1ccc([N+](=O)[O-])o1
  i	-1.73
Cc1cc(=O)[nH]c(N/N=C2/CCCC/C2=C\c2ccccc2)n1
  i	2.67
CCOc1cc(/C=C2\SC(=S)N(C(C(=O)O)c3ccccc3)C2=O)ccc1O (stereo not drawn)
  i	-0.45
CCC(C)NC(=O)C1CCN(S(=O)(=O)N2CCC3(CC2)OCCO3)CC1 (stereo not drawn)
  i	-1.29
O=C(N/N=C/C(Br)=C/c1ccccc1)c1cc(-c2ccco2)[nH]n1
  i	-0.6
O=C1CCC(N2C(=O)c3ccccc3C2=O)C(=O)N1 (stereo not drawn)
  i	0.53
NC(=O)c1c(NC(=O)c2cccc(N3C(=O)CCC3=O)c2)sc2c1CCCCC2
  i	-0.46
Cc1ccc(C(C)NC(=O)c2cc3ccccc3oc2=O)cc1C (stereo not drawn)
  i	0.62
COc1ccc([N+](=O)[O-])cc1N(CC(=O)NCCSc1ccc(C)cc1)S(C)(=O)=O
  i	0.1
COC(=O)c1ccc(C2/C(=C(/O)c3ccc(OC(C)C)cc3)C(=O)C(=O)N2c2cc(C)on2)cc1 (stereo not drawn)
  i	1.42
COC(=O)CCc1nc2c(C#N)c(-c3ccc(Cl)cc3)ccn2n1
  i	-1.79
Cc1ccc(-c2noc(C3CCN(C(=O)Nc4ccc(C#N)cc4)CC3)n2)o1
  i	0.08
O=C(Nc1ccc2c(c1)OCO2)C1CCN(C(=O)c2ccc([N+](=O)[O-])cc2)CC1
  i	-1.45
CCN(c1ccccc1)S(=O)(=O)c1ccc(OC)c(OC)c1
  i	-3.72
